ABHD5 PLIN5 PPI: ABHD5-PLIN5 interaction inhibitors, primary screen, cell lysate, split luciferase complementation, luminescence; Perilipin-5 (Homo sapiens) + 1-acylglycerol-3-phosphate O-acyltransferase ABHD5 (Homo …; Split G. princeps luciferase complementation, 4 h; inhibition, % at 4 µM; 360,000 tested, 0.78% active; AID 602281, 2012;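 active = inhibition above the mean inhibition across every tested compound plus 3 SD, cut at about 22% in these data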;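 note: 0% = DMSO only wells and the 100% control is not disclosed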
Target sequence (Q00G26 whole entry, looked up): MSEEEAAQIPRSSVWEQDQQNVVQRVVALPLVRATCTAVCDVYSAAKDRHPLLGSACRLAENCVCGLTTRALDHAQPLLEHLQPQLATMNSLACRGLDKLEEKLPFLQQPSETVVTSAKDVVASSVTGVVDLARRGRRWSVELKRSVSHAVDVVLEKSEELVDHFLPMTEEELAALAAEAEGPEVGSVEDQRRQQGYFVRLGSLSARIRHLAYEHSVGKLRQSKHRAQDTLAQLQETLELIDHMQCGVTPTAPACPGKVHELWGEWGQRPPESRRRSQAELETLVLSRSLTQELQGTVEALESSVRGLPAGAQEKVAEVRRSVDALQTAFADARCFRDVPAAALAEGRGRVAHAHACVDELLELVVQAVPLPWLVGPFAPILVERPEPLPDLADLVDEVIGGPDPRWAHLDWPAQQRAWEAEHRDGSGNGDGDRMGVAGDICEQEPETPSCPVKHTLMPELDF
Target sequence (Q8WTS1 whole entry, looked up): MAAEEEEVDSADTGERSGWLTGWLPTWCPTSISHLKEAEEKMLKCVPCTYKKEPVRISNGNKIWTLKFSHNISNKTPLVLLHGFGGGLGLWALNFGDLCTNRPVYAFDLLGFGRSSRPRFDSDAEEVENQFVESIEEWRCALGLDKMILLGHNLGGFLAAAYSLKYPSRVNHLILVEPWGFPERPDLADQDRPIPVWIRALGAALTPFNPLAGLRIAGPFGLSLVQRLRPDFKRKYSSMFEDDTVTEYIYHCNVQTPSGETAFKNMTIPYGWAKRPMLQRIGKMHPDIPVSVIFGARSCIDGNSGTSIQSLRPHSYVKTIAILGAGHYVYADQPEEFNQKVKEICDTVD
CaV13 ICDI inh: Primary screen for inhibitors of IQ motif and Ca2+-dependent inactivation inhibitor domain binding in CACNA1D, Förster resonance energy transfer in living cells, … | AID 743397 | 340,000 tested, 0.098% active | HEK cells, CFP/YFP FRET ICDI-IQ, plate reader, 10 min; percent FRET-ratio fall versus neutral wells | inhibition, % at 12.3 µM;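 active = mean replicate inhibition of at least 30% and at least 1% of replicates passing that level; inconclusive = only one of the two criteria is met; inactive = neither criterion is met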;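 note: 0% = median of the neutral control wells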
m5-HT2A agonist: mouse Htr2a agonists via beta-arrestin recruitment, primary screen, cell-based, luminescence; 5-hydroxytryptamine receptor 2A (Mus musculus), P35363; CHO-K1 mHTR2A beta-arrestin complementation; percent of 30 µM serotonin response; activation, % at 7.6 µM; 360,000 tested, 0.66% active;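 active = activation above a run cutoff, the mean activation of all tested compounds plus 3 SD, cut at about 14% in these data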;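 note: 0% = plate median of compound wells and 100% = 30 µM serotonin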
PDI inh: inhibitors of human PDI, primary screen, biochemical, turbidity, single point, plate reader. inhibition, % at 10 µM. PDI insulin aggregation turbidity, A650, 90 min. 350,000 tested, 0.052% active. AID 588391, 2011;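 active = mean inhibition across replicates of 30% or more, whatever share of single replicates reach that level; inconclusive = mean inhibition below 30% while every single replicate reaches 30%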;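 note: absorbance from insulin aggregation driven by PDI reduction with DTT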
ABCB6 inh 2: ABCB6 transporter inhibitors, primary screen, K562-ABCB6 cells, flow cytometry, MLPCN library. AID 602162, 2011. 360,000 tested, 0.19% active. ATP-binding cassette sub-family B member 6 (Homo sapiens), Q9NP58. K562-ABCB6 porphyrin accumulation, 1 h; active compounds read low. fluorescence ratio to DMSO, % at 10 µM;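 active = fluorescence ratio to DMSO below 75%, the collection mean minus 3 SD; inconclusive = too few cells collected in the well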;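 note: signal is porphyrin accumulated inside mitochondria; 100% equals median channel fluorescence of DMSO control wells; lower ratio means ABCB6 inhibition with less porphyrin fluorescence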
MC4R antag cAMP: MC4R antagonists of cAMP signaling, primary screen, cell-based, TR-FRET, antagonist arm of biased-ligand search; Melanocortin receptor 4 (Homo sapiens), P32245; MC4R-expressing cells, MTII-stimulated cAMP, LANCE TR-FRET; inhibition, % at 6.5 µM; 360,000 tested, 0.48% active; AID 540295, 2011;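 active = inhibition above its plate's cutoff, the mean of tested wells on that plate plus 3 SD, cut at about 29% in these data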;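 note: 0% = Melanotan II alone and 100% = Melanotan II plus saturating MCL0020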
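Assay system: U2OS cells stably expressing human melanocortin 4 receptor (MC4R) / Dosing: 6.5 µM / Timing: compound 30 min, challenge 1 h, detection 1 h / Measured by: Eu-cAMP/anti-cAMP TR-FRET, emission 671 nm / Replicates: singlicate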
Cardio protect: cardioprotection against H2O2-induced cell death, primary screen, uHTS, H9c2 cells, ATPLite luminescence; protection from H2O2 cell death, % at 20 µM; 360,000 tested, 0.63% active; AID 588492, 2011; H9c2 cardiomyocytes, H2O2 injury protection, 2 h;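 active = compounds giving at least 50% protection of heart cells from peroxide-induced death in the single-dose screen, raw or plate-pattern-corrected value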;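 note: 0% = DMSO wells with peroxide and 100% = DMSO wells without peroxide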
Glyco luc inh: increase of ERlucT glycosylation luciferase signal, primary screen, N-linked glycosylation inhibitor project, D54 ERlucT cells, luminescence, set 2 | AID 588692, 2011 | 360,000 tested, 0.23% active | D54 ERlucT glycosylation luciferase reporter, 24 h; percent of 100 nM tunicamycin response | reporter increase, % at 12.5 µM;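 active = mean luciferase reporter signal, scaled so untreated is 0 and the glycosylation-blocking control 100, at or above a set limit in every replicate; inconclusive = mean reaches the limit but not every replicate does; inactive = mean below the limit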;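 note: luciferase carries N-glycosylation sites so blocking glycosylation raises the light; 0% = median of neutral control wells and 100% = median of 100 nM tunicamycin wells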
MC4R barr agon: MC4R agonists recruiting beta-arrestin, primary screen, cell-based, luminescence, agonist arm of biased-ligand search; activation, % at 8.9 µM; Melanocortin receptor 4 (Homo sapiens), P32245; 360,000 tested, 0.98% active; U2OS MC4R beta-arrestin complementation; percent of melanotan II response, DMSO zero;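 active = activation above a per-plate cutoff, the mean activation of sample wells on that plate plus 3 SD, cut at about 8% in these data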
Granule exo inh: LAMP-1 surface exposure blockers, TALL-104 cells – cell-based, flow cytometry, MLPCN library, primary screen; 360,000 tested, 0.66% active; TALL-104 LAMP-1 surface exposure; cells stimulated with thapsigargin and PMA; inhibition, % at 10 µM;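 active = inhibition above about 55%, limit read from the data; inconclusive = no clear call, values can overlap the other calls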
Starred values were filed as active, the others as inactive; ? = inconclusive; nt = no result given.

Results follow in this order: ABHD5 PLIN5 PPI, CaV13 ICDI inh, m5-HT2A agonist, PDI inh, ABCB6 inh 2, MC4R antag cAMP, Cardio protect, Glyco luc inh, MC4R barr agon, Granule exo inh
1) CCc1c(C(=O)NNC(=S)NCCc2ccccc2)csc1C
→ 7, nt, -7, 5, 125, 7, -15, 0, 1.1, -2
2) Cc1cscc1-c1nc(NCC2CC2)nc2ccsc12
→ 5, -6, 4, 13, 97, 4, -1, 0, -1.6, -2
3) CCOC(=O)c1[nH]cnc1C(=O)O
→ 3, -1, 1, -10, 100, -7, 3, 2, -0.3, -6
4) O=C(O)C1CCCC[C@H]1C(=O)Nc1ncc([N+](=O)[O-])s1 (some centres not stated)
→ 0, -12, -3, -3, 91, -1, 0, -2, -0.5, 24
5) Cc1cc(C(=O)OC(C)C(=O)Nc2nc(-c3ccccc3)cs2)c(C)o1 (configuration not stated)
→ -7, -8, -1, 4, 103, 6, -13, -3, 2.9, 6
6) CC(=O)NCc1ccc(-c2nc3ccccc3s2)cc1
→ 6, -22, -3, 3, 101, 16, -20, -13, -1.0, 0
7) CC1=C(C(=O)N(C)C)CC(CC(=O)NC(c2ccccc2)c2ccccc2)C(=O)N1Cc1ccc(C(C)(C)C)cc1 (configuration not stated)
→ 2, -6, 4, -13, 95, 0, 1, 1, -0.3, 4
8) CCOC(=O)c1sc(-c2ccc(F)cc2)cc1NC(=O)Nc1ccccc1OC
→ -3, -5, 2, -6, 97, 12, -6, -2, -2.4, 10
9) O=C(NCCNC(=O)c1ccco1)c1ccc(F)cc1
→ 0, 5, 3, 2, 90, 12, -8, 2, 2.6, 4
10) CCc1ccccc1N1C(=O)[C@@H]2Cc3ccccc3CN2C1=O
→ -5, -18, -4, -2, 99, 11, -2, 2, -2.9, -4
11) CSC1=NC2(CC(c3ccccc3)Oc3cc(O)ccc32)CC(C)(C)N1 (configuration not stated)
→ 1, nt, 2, 3, 99, 22, -8, -2, 1.0, -4
12) CC(C)C(NS(=O)(=O)c1c(Cl)cccc1Cl)C(=O)OCC(=O)c1c[nH]c2ccccc12 (configuration not stated)
→ 3, -19, 6, -3, 112, -2, -7, -3, 0.7, 1
13) O=C(Cn1nnc(-c2ccccc2)n1)N1CCN(c2ccc(F)cc2)CC1
→ -8, -2, -2, -2, 106, 11, -3, 2, -3.4, -7
14) CCCCC(=O)Nc1ccc(C(=O)NNC(=O)c2cccs2)cc1
→ -3, -5, 2, 1, 104, 6, -7, 2, 0.9, -5
15) O=S(=O)(c1ccccc1)c1nc(-c2ccco2)oc1NCCN1CCOCC1
→ -1, -7, -1, 3, 100, 2, 8, -2, -0.7, -2
16) CCN(CC)c1ccc(C(=O)OCC(=O)NCC2CCCO2)cc1 (configuration not stated)
→ -7, -4, 1, -8, 90, 7, -4, 1, 0.7, 0
17) Cn1cccc1C(=O)NC1CCCCCC1
→ 0, -4, 0, -3, 100, -3, 3, -1, -0.7, 9
18) COc1cc(OC)cc(C(=O)NC(=S)NNC(=O)c2cnccn2)c1
→ 5, -5, 1, -2, 100, 16, 43, -9, -4.4, 8
19) CC(=O)Nc1ccc(NC(=O)C2CC(=O)N(Cc3ccccc3)C2)cc1 (configuration not stated)
→ 1, -4, -1, 2, 104, 2, 10, 3, -0.2, -2
20) CCO[C@@H]1OC(C(N)=O)=C[C@H](c2coc3ccccc3c2=O)[C@H]1CCCO
→ -4, -7, 3, -9, 106, 0, 12, 1, 2.4, 8
21) CCOc1ccc(C(=O)Nc2c(C(N)=O)oc3ccccc23)cc1
→ -8, -8, 3, 4, 98, 10, 14, 7, 0.1, 2
22) COc1ccccc1-c1nc(C(F)(F)F)c(OC)o1
→ -3, nt, -1, 20, 101, -6, -5, 0, -0.2, 1
23) CCOC(=O)N(NC(=O)C(O)(c1ccccc1)c1ccccc1)c1ccccc1
→ -7, -18, -1, 1, 101, 4, -3, 2, -1.5, -2
24) O=C(NCC1CCCO1)c1ccccc1OCc1ccc(F)cc1 (configuration not stated)
→ -1, -15, -1, 4, 97, -3, -4, 3, -0.6, -1
25) Cc1ccc([C@H]2C[C@@H](n3cc(-c4ccc(F)cc4)nn3)[C@H](O)CN2C(=O)C2CCCCC2)cc1
→ 1, -3, 5, 2, 100, 9, -4, -1, 0.7, 1
26) Cc1nn2c(-c3ccccn3)ccnc2c1Br
→ 5, 3, 2, 5, 102, 10, -2, 3, 2.8, -3
27) Cc1ccc(C(=O)Oc2ccc(/C=N/NC(N)=O)cc2)cc1
→ -3, -20, -1, 6, 105, 6, 3, 1, -2.0, 2
28) COCCNC(=O)Cn1ncc2ccsc2c1=O
→ 2, -3, 3, nt, ?, 5, 16, 3, 0.2, 3
29) Cc1cnc2ncc3sccc3c2c1
→ -2, -7, 1, 0, 103, 27, 6, 0, 0.4, -2
30) Cc1ccc(S(=O)(=O)/C(=C\N(C)C)c2cnc(Cl)s2)cc1
→ 5, -3, 0, -6, 103, 2, 0, 0, -1.8, -1
31) CC(C)(C)C1CCc2c(sc(N)c2C(N)=O)C1 (configuration not stated)
→ -19, nt, 6, -11, 104, 9, -4, 1, -1.8, 2
32) Oc1ccccc1Nc1nc(-c2ccccc2O)nc2ccccc12
→ -1, -2, -2, 3, 95, -1, -18, -5, 4.1, 11
33) O=C(NCc1ccc2c(c1)OCO2)c1cccc(S(=O)(=O)N2CCCC2)c1
→ -3, -11, 2, 7, 93, 9, -5, -1, -2.3, 1
34) COc1ccc(C(=O)Nn2c(SCC(=O)c3ccccc3)nc3ccccc3c2=O)cc1
→ 4, -4, 3, 1, 99, 14, -4, -16, -1.9, -1
35) Cn1c(=O)c2nc(Cl)c(-c3ccccc3)nc2n(C)c1=O
→ 1, -5, -2, 3, 102, 22, 1, 0, -1.4, -4
36) COc1ccc(OC)c(-c2csc(NC(=O)c3ccc(OCC4CCCO4)cc3)n2)c1 (configuration not stated)
→ 4, -7, 0, -5, 97, 10, -2, -1, -1.1, -3
37) CCc1c(C)c2ccc(OCC(=O)OC)cc2oc1=O
→ 0, -7, -2, 4, 93, 6, 4, -2, -0.1, -2
38) Cc1cc(NC(=O)CCCN2C(=O)/C(=C/c3cccs3)SC2=S)no1
→ -1, -18, 2, -3, 98, 23, 9, 0, 2.5, -2
39) Oc1cc(-c2ccc(N3CCCCC3)nc2)cc2cccnc12
→ 2, nt, -5, 0, 97, 5, 25, -7, 0.5, 47
40) Cc1ccc(N/N=C/c2c(O)cc(C)oc2=O)cc1
→ 8, 0, -2, 12, 95, -11, -12, 3, -1.3, -1
41) Cc1c(OCC(=O)N2CCC(C(=O)O)CC2)ccc2c3c(c(=O)oc12)CCCC3
→ 0, nt, 2, nt, 98, 8, -2, 2, 0.1, 3
42) COc1ccc(N(CCCN2C(=O)c3cccc4cccc(c34)C2=O)C(=O)c2cccc(OC)c2)cc1
→ 4, -3, 2, 9, 100, -4, 3, -3, -1.2, 3
43) Cc1c(N2C(=O)/C(=C/c3ccc(N(C)C)cc3)N(C)C2=S)c(=O)n(-c2ccccc2)n1C
→ 22, -18, 3, 6, 98, -7, -5, -3, -3.2, 2
44) CCCCC(=O)N(CCOC)c1nnc(-c2cccnc2)s1
→ -2, 4, 4, 0, 94, 9, -6, 2, -1.4, -2
45) COc1ccc(/C=C(/NC(=O)c2ccccc2)C(=O)N/N=C/c2ccncc2)cc1
→ 2, -3, 5, 11, 105, 9, -4, 0, 1.7, 20
46) COc1cc(NC(=O)C2CCCN(c3ncccn3)C2)cc(OC)c1 (configuration not stated)
→ -2, -4, 1, -6, 100, 1, 4, -2, 1.2, -1
47) COc1cc(/C=C2\SC(=S)N(NS(=O)(=O)c3ccc(C)cc3)C2=O)ccc1O
→ 7, -5, -3, ?, 112, 9, -2, 1, -0.7, 3
48) Cc1onc(-c2ccccc2)c1C(=O)Nc1ccnn1C1CCCCC1
→ -3, -5, 1, 1, 99, 1, 1, 0, 0.4, -2
49) Cc1nc2cc(Nc3ccncc3)ccc2s1
→ 1, -6, -1, 1, 98, 16, 9, -1, -0.6, -3
50) CCCCCCC1NC(C(=O)O)CS1 (configuration not stated)
→ -5, -4, 1, -5, 102, 11, 4, 0, -0.3, -1
51) CS(=O)(=O)N1CCC(C(=O)NCCN2CCN(Cc3ccccc3)CC2)CC1
→ 3, -8, -1, -2, 98, 8, -2, 1, 0.8, 2
52) COc1ccc(NS(=O)(=O)c2cc(NC(=O)c3ccc(=O)[nH]n3)ccc2C)cc1
→ -1, -2, 0, 3, 95, -11, 0, 11, 1.1, 1
53) COc1cc(CN2CCNC(=O)C2CC(=O)NC2CCC2)cc(OC)c1 (configuration not stated)
→ -4, -3, 9, -3, 100, -3, 6, 3, -1.3, -11
54) O=S(=O)(c1ccccc1)N1CCC(O)(CN2CCN(c3ccccc3)CC2)CC1
→ 0, -4, -1, -6, 100, 8, -2, -7, 0.9, 1
55) c1ccc2c(c1)[nH]c1c(N3CCSCC3)ncnc12
→ 3, -4, 15*, -2, 85, 5, -12, 5, -1.0, 1
56) CC(=O)NCC(=O)OCC(=O)c1ccccc1
→ 5, -10, 4, -2, 100, 14, 3, 0, -1.7, 4

Screens deposited in PubChem by several laboratories.
